# Screening data as filed in PubChem.
# Mtb UGM inh – inhibitors of M. tuberculosis UDP-galactopyranose mutase; P9WIQ1; purified UGM, fluorescence polarization probe displacement; inhibition, % at 10 µM; 0.06% of 320,000 active; AID 504406; in the data active means inhibition above about 10%, passing the limit was not always enough; inconclusive means no clear call, values can overlap the other calls
# Target sequence (P9WIQ1 whole entry, looked up): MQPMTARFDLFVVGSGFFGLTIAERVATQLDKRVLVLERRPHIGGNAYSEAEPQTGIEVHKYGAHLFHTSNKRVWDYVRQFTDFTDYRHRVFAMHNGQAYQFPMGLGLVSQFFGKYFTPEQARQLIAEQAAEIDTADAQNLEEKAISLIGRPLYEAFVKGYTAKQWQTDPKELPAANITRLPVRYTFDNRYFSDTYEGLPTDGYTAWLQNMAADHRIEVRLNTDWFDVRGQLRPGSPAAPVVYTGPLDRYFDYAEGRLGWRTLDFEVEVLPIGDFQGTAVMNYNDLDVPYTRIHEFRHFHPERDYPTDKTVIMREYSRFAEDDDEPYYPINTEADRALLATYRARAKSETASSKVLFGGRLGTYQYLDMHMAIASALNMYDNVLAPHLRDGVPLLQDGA
# GDH-TPI inh – GDH-TPI coupled enzyme inhibition counter-screen. inhibition, % at 4.8 µM. GDH-TPI coupled enzyme counterscreen, NADH absorbance. 1.2% of 360,000 active. AID 588335; in the data active means inhibition above about 30%;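 further: 0% = DMSO wells and 100% = wells lacking the enzyme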
# Anthrax LF inh2 – blocks Bacillus anthracis lethal factor protease | 0.12% of 360,000 active | multiplex microsphere protease cleavage assay, LF | P15917 | inhibition, % at 10 µM; further: plate controls were buffer without enzyme for full effect and enzyme alone for no effect
# BoNT A protease – inhibitors of Botulinum neurotoxin A light chain protease; multiplex microsphere protease substrate cleavage, flow cytometry; AID 588499; inhibition, % at 10 µM; 0.17% of 360,000 active; further: plate controls were buffer without enzyme for full effect and enzyme alone for no effect
# BioA inh – inhibitors of Mycobacterium tuberculosis BioA enzyme; inhibition, % at 9.99 µM; 0.096% of 360,000 active; AID 602481; purified M. tuberculosis BioA enzyme, plate reader; in the data active means inhibition above about 40%; inconclusive means no clear call, values can overlap the other calls
# Mtb FBA inh – inhibitors of M. tuberculosis fructose-bisphosphate aldolase; P9WQA3; purified M. tuberculosis FBA, fluorescence read-out; inhibition, % at 1 µM; 2.3% of 360,000 active; in the data active means inhibition above about 27%;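 further: 0% = vehicle and 100% = reference inhibitor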
# Target sequence (P9WQA3 whole entry, looked up): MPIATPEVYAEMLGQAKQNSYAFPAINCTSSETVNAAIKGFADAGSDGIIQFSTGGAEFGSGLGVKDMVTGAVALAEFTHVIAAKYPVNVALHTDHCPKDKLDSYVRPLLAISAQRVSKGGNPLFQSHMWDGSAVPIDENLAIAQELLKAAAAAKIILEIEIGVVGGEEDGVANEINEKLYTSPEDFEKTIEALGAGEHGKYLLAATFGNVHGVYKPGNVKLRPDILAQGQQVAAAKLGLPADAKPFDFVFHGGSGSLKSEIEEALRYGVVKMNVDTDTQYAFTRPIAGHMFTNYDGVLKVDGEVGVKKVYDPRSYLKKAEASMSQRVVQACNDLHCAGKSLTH
# PfHsp40 rescue – rescue of PfHsp40-mediated yeast toxicity | S. cerevisiae expressing PfHsp40, growth rescue, ATP luminescence | growth rescue, % at 12.5 µM | AID 504582 | 0.68% of 340,000 active; in the data active means growth rescue above about 28%, passing the limit was not always enough; inconclusive means no clear call, values can overlap the other calls;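 further: yeast W303a lacking pdr1 and pdr3 grown in galactose medium; growth measured after three days at 30 °C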
# BoNT-F LC inh – inhibitors of Botulinum neurotoxin F light chain protease. 0.22% of 360,000 active. Multiplex microsphere protease cleavage assay, flow cytometry. inhibition, % at 10 µM. AID 588497; in the data active means inhibition above about 35%, passing the limit was not always enough; inconclusive means no clear call, values can overlap the other calls; further: plate controls were buffer without enzyme for full effect and enzyme alone for no effect
# FadD28 FP inh – M. tuberculosis FadD28 bisubstrate binding inhibition; 0.22% of 360,000 active; inhibition, % at 12.5 µM; FadD28 bisubstrate probe binding, fluorescence polarization; in the data active means inhibition above about 8.5%, passing the limit was not always enough; inconclusive means no clear call, values can overlap the other calls
# * = called active by the depositor; ? = inconclusive; . = not tested or not shown. Unless noted, no stated cut-off is given here; in the data, active means inhibition above about 30%; inconclusive means no clear call, values can overlap the other calls; inactive means below that.
SMILES,Mtb UGM inh,GDH-TPI inh,Anthrax LF inh2,BoNT A protease,BioA inh,Mtb FBA inh,PfHsp40 rescue,BoNT-F LC inh,FadD28 FP inh
CN(C(=O)COc1cccc(C#N)c1)C1CCS(=O)(=O)C1 (configuration not stated),-0.6,0,8,1.1,0.1,2,1.9,3,.
COc1cccc(C(=O)NCc2ccc3[nH]c(C)cc3c2)c1,-3.2,0,-84,52*,.,0,-0.4,-108,-24
O=C(COC(=O)c1ccc(Cl)nc1)NC1CCCCCC1,-6.1,4,-9,-0.5,1.0,3,-1.4,3,-2.8
Cn1c2ccccc2c2nnc(SCC(=O)Nc3cccc(O)c3)nc21,1.5,35*,-10,1.4,7.3,1,0.2,?,1.4
CCCC(C)c1nnc(NC(=O)CN2C(=O)c3ccccc3C2=O)s1 (configuration not stated),-0.7,-2,3,0.4,.,-3,-0.9,0,0.4
CN1CCN(c2nc(Nc3ccc(O)cc3)nc3ccccc23)CC1,-1.1,4,-7,-3.0,.,1,-0.5,-12,1.2
O=C(O)c1cccc(-c2ccc(/C=N/Nc3nn[nH]n3)o2)c1,2.5,24,-5,-0.7,.,1,2.7,-6,-1.3
CCOC(=O)COc1ccc2c(c1)c(C(=O)OCC)c(C)n2CC,1.4,0,-2,0.7,.,0,-1.9,4,-1.4
CCCCSc1nnc(-c2ccc(NC(C)=O)cc2)n1C,0.8,1,0,1.0,.,5,0.1,2,0.6
O=C(Nc1cccnc1)c1cc(Br)c(Br)s1,1.0,15,-6,-1.2,3.9,7,0.5,2,0.0
c1ccc2c(c1)c1c(c3ccccc32)CN2CCCC2C1 (configuration not stated),.,9,4,3.3,.,21,76*,-1,-5.5
Cc1cc(NC2CCCC2)n2ncc(-c3ccccc3)c2n1,3.8,7,25,-2.2,0.8,17,2.7,-9,1.6
CCOc1ccccc1NC(=O)C(NCCc1ccc(OC)cc1)c1ccccc1 (configuration not stated),-0.3,8,-1,0.3,-1.6,5,-0.5,-10,-0.3
Cc1ccccc1NC(=O)C(=O)NCc1ccccn1,1.1,10,1,0.0,-1.0,1,-1.1,2,-4.6
COc1ccc(NC(=O)CSc2nc3[nH]ncc3c(=O)[nH]2)cc1OC,0.6,8,-6,-20,0.3,-1,-0.4,-38,-0.6
CC(C)OCCCNC(=O)C1CCN(S(=O)(=O)c2ccc3nc4c(c(C(=O)O)c3c2)CCCCC4)CC1,-1.0,0,1,1.0,-2.0,2,-1.5,1,0.5
CCOCCCNS(=O)(=O)c1ccc(NC(=O)Cc2c(F)cccc2Cl)cc1,1.0,-1,1,-1.1,.,0,1.1,-1,-13
CCOC(=O)C1=C(C)N(C[C@@H]2CC[C@@H](Cc3ccc(-c4ccccc4)cc3)O2)C(=O)NC1C1CC1 (some centres not stated),.,-4,-6,-0.1,0.2,-1,0.0,4,-1.3
Cc1ccc(NC(=O)c2sc(C)nc2C)c(C)c1,-0.7,-1,7,-1.3,.,-1,-1.3,3,0.8
Cc1ccc(S(=O)(=O)NCC(=O)NCC2COc3ccccc3O2)cc1C (configuration not stated),1.0,3,6,0.9,-0.6,-1,-1.1,-2,.
NS(=O)(=O)c1ccc(CCNC(=O)CSc2ccccc2)cc1,2.1,4,-3,0.1,0.1,-1,-0.8,23,-0.1
C/C(=N\NC(=O)C(C)Sc1ccccc1)c1ccc([N+](=O)[O-])cc1 (configuration not stated),1.4,10,-12,0.3,1.0,0,2.5,8,-1.6
CCOC(=O)c1cc2[nH]c3ccccc3c2[n+](-c2ccc([N+](=O)[O-])cc2)c1N,1.3,22,-1,0.8,.,1,-1.1,0,-5.0
O=C(Nc1cccnc1)c1ccc(Cl)c(S(=O)(=O)N2CCCCCC2)c1,-1.5,1,-4,-0.6,14,1,0.0,-11,-9.9
CCN1CC(CNC(=O)c2ccc3nc(Cc4cccc(Cl)c4)oc3c2)CC1=O (configuration not stated),-1.6,9,-1,-2.1,0.4,-1,0.9,-4,-4.0
CCC(=O)N1c2ccc(S(=O)(=O)CCC(=O)NC3CCCC3)cc2CC1C (configuration not stated),0.0,6,-12,-2.5,-2.2,4,6.5,-34,0.0
Cc1cc(C(=O)N2CCC(Cc3ccccc3)CC2)ccc1[N+](=O)[O-],-0.1,10,-1,0.2,15,1,1.0,0,-1.3
Cc1ccc(CNC(=O)/C=C/c2c(Cl)cccc2Cl)cc1,-3.7,-6,1,0.6,-0.2,-3,-0.7,1,-1.3
COCC(C)n1c(SCC(=O)NC2CCCCC2C)nc2ccccc2c1=O (configuration not stated),2.7,14,-7,-0.2,-0.1,5,-1.9,-8,0.1
CC(=O)NC1(C(Cl)(Cl)Cl)Oc2ccccc2O1,-0.5,1,-2,0.2,-2.0,-1,-1.5,1,-0.5
O=C(O)CCCC(=O)N1CCN(c2cccc(Cl)c2)CC1,2.2,-3,-3,0.0,-1.0,9,-1.5,-7,-2.3
CCN(C(=O)CSc1nnnn1-c1ccccc1)c1c(N)n(Cc2ccccc2)c(=O)[nH]c1=O,.,1,2,-0.6,.,-1,-0.9,-15,-2.2
O=C(COC(=O)CNC(=O)c1ccccc1Cl)Nc1ccccc1Cl,-1.6,9,-4,0.6,-0.2,1,-0.2,8,0.4
CC(/C=N/NC(=O)c1c(Br)cnn1C)=C\c1ccccc1,1.6,27,-2,0.4,.,0,0.6,5,1.4
Cc1cc(-c2nnc(-c3ccccc3)c(-c3ccccc3)n2)c(C)o1,1.1,3,-4,1.1,-0.1,0,-0.4,-4,-3.1
CC(C)C(N)c1csc(Nc2ccc(C(=O)NCCCO)cn2)n1 (configuration not stated),.,7,-10,-0.4,-0.4,0,.,2,-4.3
Cc1nc(N2CCN(Cc3ccccc3)CC2)nc2c1C(=O)CC(C)C2 (configuration not stated),-1.5,3,5,0.7,-1.4,0,-0.4,-6,0.7
Cc1cc2c([nH]c3ccccc32)c2c1OC(C)(C)C=C2,0.9,11,1,-0.1,-1.9,0,?,-4,-2.4
COc1cccc(N=Nc2c(N)[nH]n3c(=O)c4c(nc23)CCCC4)c1,3.2,11,-5,-0.1,-1.8,-9,5.8,2,0.6
O=C(CCC(=O)Nc1ccc(Br)cc1)N/N=C/c1cc([N+](=O)[O-])ccc1O,3.2,0,-1,-1.9,.,2,0.4,-12,-2.6
CN(C)C(CNC(=O)C1CCN(C(=O)/C=C/c2ccccc2)CC1)c1ccccc1 (configuration not stated),-0.1,-1,5,0.9,2.8,3,-0.4,-10,-1.4
CN(C)c1ncnc2c1ncn2[C@H]1CN(Cc2ccc3c(c2)OCO3)C[C@@H](CO)O1,.,0,-9,-0.3,0.2,1,.,-5,-4.8
O=C(Cn1nc(C(=O)O)c2ccccc2c1=O)Nc1ccc(F)cc1,-0.8,-5,-2,-2.3,-0.5,1,0.2,-10,-0.3
O=C(c1ccco1)N1CCN(C(=O)C2c3ccccc3Oc3ccccc32)CC1,-0.8,3,0,-1.7,.,1,0.8,-9,-1.7
CCC(C)Nc1nc(-c2cccc(OC)c2O)nc2ccccc12 (configuration not stated),3.6,17,-3,-0.9,-0.9,1,-0.5,?,-2.6
Cc1ccc(C)c(CSC2=NCCN2C(=O)c2cccs2)c1,0.4,8,2,0.1,.,-1,1.6,4,-0.6
COCCN(C(=O)c1ccccc1)c1nnc(-c2cccnc2)s1,-1.9,-4,5,1.6,14,-2,-0.1,36*,-1.5
CC12CCC(=O)N1C(C(=O)NCCc1ccccc1)CS2 (configuration not stated),-0.5,6,-1,1.1,-2.9,1,-1.1,11,-0.5
COc1cc2c(ccc3c4cc(OC)c(OC)cc4c[n+](C)c23)cc1O,.,28,-13,-0.4,.,-5,127*,-23,-3.4
O=C(NCc1cccc(Cl)c1)c1ccc2c(c1)SC1=NS(=O)(=O)CCN12,2.1,-2,-1,0.2,.,-5,1.2,-5,-6.1
Cc1ccc(C)n1-c1ccncc1,-0.5,2,1,-0.4,-1.3,-1,-0.1,-5,0.4
COc1ccc(Cl)cc1-c1cc(C(=O)NCc2ccco2)[nH]n1,.,5,-3,-1.0,-1.2,0,.,-8,-1.4
COC(=O)c1cc(=O)n(Cc2ccc3c(c2)OCO3)c(=Nc2ccc(F)c(Cl)c2)s1,-2.3,3,-2,-0.2,-0.5,-4,-2.1,-2,-4.5
O=C(OCc1nnc(-c2ccccc2)o1)C12CC3CC(CC(Br)(C3)C1)C2,.,-1,-6,-0.6,.,3,2.8,-6,-4.3
COc1cccc(CNC(=O)c2nnn(CC(=O)Nc3ccc(Br)cc3)c2N)c1,-1.5,1,0,1.3,-2.7,10,-1.1,11,-1.5
CC(C)CN(CC(C)C)S(=O)(=O)N1CCC(C(=O)NCc2ccccn2)CC1,1.1,-2,4,1.7,-0.1,2,-1.7,-5,-1.4
COc1ccc(CN2CCNC(=O)C2CC(=O)N(C)Cc2cc(C)no2)cc1OC (configuration not stated),-4.5,4,-4,2.5,0.0,2,-0.7,-8,-0.4
O=C(O)CCn1cc(/C=C2\NC(=S)N(c3ccccc3)C2=O)c(-c2ccc(Br)cc2)n1,-0.3,8,-3,0.1,.,2,0.8,-6,-1.9
O=C(CC(C(=O)O)c1ccc(F)cc1)c1ccc(Cl)cc1 (configuration not stated),2.1,0,13,-4.1,0.1,2,-0.5,0,3.7
CC[C@@H]1C(c2cccc(C)c2)=NN(c2ccccc2)[C@H]1C(=O)N1CCOC1=O,.,10,-8,-0.6,-0.7,4,0.8,-3,0.7

# Random excerpt: two entries already listed.
SMILES,Mtb UGM inh,GDH-TPI inh,Anthrax LF inh2,BoNT A protease,BioA inh,Mtb FBA inh,PfHsp40 rescue,BoNT-F LC inh,FadD28 FP inh
O=C(CC(C(=O)O)c1ccc(F)cc1)c1ccc(Cl)cc1 (configuration not stated),2.1,0,13,-4.1,0.1,2,-0.5,0,3.7
COc1ccc(CN2CCNC(=O)C2CC(=O)N(C)Cc2cc(C)no2)cc1OC (configuration not stated),-4.5,4,-4,2.5,0.0,2,-0.7,-8,-0.4

# (continued)
SMILES,Mtb UGM inh,GDH-TPI inh,Anthrax LF inh2,BoNT A protease,BioA inh,Mtb FBA inh,PfHsp40 rescue,BoNT-F LC inh,FadD28 FP inh
Cc1cccc(NC(=O)C2C3CCCCC32)c1 (configuration not stated),1.8,2,-2,5.3,-0.5,-2,-0.7,?,-2.8
COC(=O)[C@@H](NC(=O)c1ccccc1)[C@@H](C)O,-2.9,-2,4,-0.6,-3.2,0,-0.3,-6,-3.8
O=C(CN1CCN(Cc2ccc(Cl)cc2)CC1)N/N=C/c1cccc(F)c1,-0.2,-2,14,-4.1,-0.1,2,.,?,-1.0
Cc1cccc(C(=O)N2CCCC(N3CCN(c4cccc(Cl)c4)CC3)C2)n1 (configuration not stated),0.3,4,-2,4.7,-0.1,0,-0.1,8,-3.8
CC(O)CN(C)CC/C=C1/c2ccccc2CSc2ccccc21 (configuration not stated),0.7,6,0,-0.8,.,-1,-1.6,-12,0.8
Cc1ccc(C(=O)NC2CCCCCC2)cc1S(=O)(=O)N1CCOCC1,-1.4,-9,-5,-2.1,0.6,6,0.1,-9,0.4
C/C(=N\NC(=O)c1c[nH]c2ccccc12)c1ccco1,0.6,22,-4,0.0,0.2,-4,0.3,-2,-6.6
CCN(Cc1ccc(OC)c(F)c1)C(=O)CCl,-1.4,-5,-1,-1.5,.,-1,1.7,-14,-0.9
O=[N+]([O-])c1c(Nc2ccccn2)cc(Cl)c2nonc12,0.8,8,-16,-0.3,.,-5,1.5,-18,-1.3

# Ordered by heavy-atom count (high to low): some entries from above.
SMILES,Mtb UGM inh,GDH-TPI inh,Anthrax LF inh2,BoNT A protease,BioA inh,Mtb FBA inh,PfHsp40 rescue,BoNT-F LC inh,FadD28 FP inh
O=C(CN1CCN(Cc2ccc(Cl)cc2)CC1)N/N=C/c1cccc(F)c1,-0.2,-2,14,-4.1,-0.1,2,.,?,-1.0
Cc1ccc(C(=O)NC2CCCCCC2)cc1S(=O)(=O)N1CCOCC1,-1.4,-9,-5,-2.1,0.6,6,0.1,-9,0.4
Cc1cccc(NC(=O)C2C3CCCCC32)c1 (configuration not stated),1.8,2,-2,5.3,-0.5,-2,-0.7,?,-2.8
